# Screening results from PubChem BioAssay.
# Phagocyt inh: inhibitors of macrophage phagocytosis, primary screen, imaging, J774A.1 cells, IgG beads | AID 1029, 2008 | actives 0.07% (n = 110,000) | J774A.1 macrophage IgG-bead phagocytosis | inhibition, % at 5 µM;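 active = inhibition above the mean of the plate negative controls plus 5 SD, cut at about 13% in these data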;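 note: phagocytic index as fraction of beads internalized from green versus red external bead signal; plate controls were DMSO negative control for no effect and cytochalasin-D positive control for full effect; some results beyond the cut were filed as inactive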
# MRP1 act: H69AR viability gain despite doxorubicin, primary screen, MRP-1 activator project, H69AR cells, CellTiter-Glo; actives 0.61% (n = 140,000); viability rescue; viability increase, % at 10 µM;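 active = viability gain under doxorubicin at or above a set limit, the compound median plus 3 SD, cut at about 4.7% in these data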;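 note: MRP-1 overexpressing cells given doxorubicin 25 µM after compound pretreatment; 18-22 h compound pretreatment then 72 h with doxorubicin before readout; 0% = doxorubicin-only wells and 100% = vehicle-treated cells without doxorubicin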
# HCT116 bCat-KO: primary screen for growth suppressors in beta-catenin knockout HCT116 cells (colon tumor, human). AID 818, 2007. actives 1.5% (n = 140,000). viability, % at 10 µM. HCT116 beta-catenin knockout viability, CellTiter-Glo, 60 h; active compounds read low;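 active = viability at or under a set limit, the compound median less 4 SD, cut at about 6% in these data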;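 note: 0% = Hyamine 1622 control at 20 µM and 100% = untreated cell control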
# GALR2 antag: GALR2 antagonists in receptor-expressing cells, primary screen; Galanin receptor type 2 (Homo sapiens), O43603; antagonist mode; inhibition, % at 4 µM; actives 0.39% (n = 140,000); in the data active = inhibition above about 27%;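 note: cells stimulated with galanin 1-16 at roughly its EC80; 0% = agonist challenge control and 100% = basal control without agonist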
# Target sequence (O43603 whole entry, looked up): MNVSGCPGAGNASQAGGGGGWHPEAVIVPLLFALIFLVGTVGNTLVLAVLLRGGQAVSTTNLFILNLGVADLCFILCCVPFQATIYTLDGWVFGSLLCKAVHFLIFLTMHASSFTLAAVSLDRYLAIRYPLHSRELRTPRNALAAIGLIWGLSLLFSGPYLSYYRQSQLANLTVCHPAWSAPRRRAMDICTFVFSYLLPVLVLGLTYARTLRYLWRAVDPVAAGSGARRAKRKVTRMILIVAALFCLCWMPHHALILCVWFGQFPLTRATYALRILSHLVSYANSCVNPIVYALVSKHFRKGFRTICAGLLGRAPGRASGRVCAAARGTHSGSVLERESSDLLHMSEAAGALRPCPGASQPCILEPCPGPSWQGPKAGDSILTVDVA
# Yeast life ext: compounds extending yeast replicative lifespan, primary screen, S. cerevisiae, OD615. S. cerevisiae growth with nicotinamide; deaD strain in restrictive glucose medium. inhibition of the nicotinamide effect, % at 10 µM. actives 0.68% (n = 130,000). AID 775, 2007;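 active = inhibition above a set limit, placed 3 SD over the median of all compounds, cut at about 26% in these data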;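 note: 0% = nicotinamide-treated wells and 100% = cells grown without nicotinamide; some compounds called inactive have numbers as strong as hits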
#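 Test system: DeaD-strain S. cerevisiae / Buffer or medium: restrictive glucose medium / Also added: nicotinamide 1.5 mM / Doses: one concentration, 10 µM, DMSO 0.25% / Schedule: 48 h at 30 °C / Signal: OD615 measurement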
# Measles CPE: compounds protecting cells from measles virus cytopathic effect, primary screen, measles RdRp inhibitor project, single point, MLSMR library, absorbance; Measles virus-infected cells, CPE protection; protection (pct of control), % at 4 µM; actives 1.5% (n = 140,000); in the data active = protection mostly above about 24%, no sharp cut-off; inactive = mostly below about 26%; note: some compounds called inactive have numbers as strong as hits
# E-sel TNF inh: E-selectin induction blockers in HUVEC – imaging, immunofluorescence, high content, primary screen. HUVEC TNFa-induced E-selectin immunofluorescence. inhibition, % at 2 µM. actives 0.71% (n = 120,000);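 active = inhibition above the batch mean plus 3 SD, and confirmed as a hit on visual image review, cut at about 43% in these data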;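 note: 0% = TNF-stimulated DMSO wells and 100% = unstimulated control wells; not every result past the cut was called active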
# Yeast growth inh: growth inhibitors of yeast BB579 in restrictive medium, primary screen, yeast lifespan-shortening project, S. cerevisiae; OD615, 48 h; inhibition, % at 10 µM; actives 0.51% (n = 140,000); AID 804, 2007;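 active = inhibition above a set limit, 3 SD over the mean compound inhibition, cut at about 44% in these data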; note: inactives centre near -24
#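 Assay system: S. cerevisiae DeaD strain BB579 yeast. Medium: CSMM-D restrictive synthetic medium containing dextrose (glucose). Times: 4 h cell preincubation, 48 h compound exposure, 30 °C humidified. Signal: OD615 turbidity measurement. Benchmarks: positive control amphotericin B 10 µg/mL.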
# PTEN del growth: growth suppression of PTEN-null HCT116, primary screen, cell-based, CellTiter-Glo. viability, % at 10 µM. HCT116 PTEN-null viability, 60 h; active compounds read low. actives 1.2% (n = 140,000). AID 827, 2007;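 active = viability at or below a set limit, 4 SD under the median of all tested compounds, cut at about 3.7% in these data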;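 note: PTEN knockout HCT116 line with beta catenin targeted HCT116 as companion control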
# NPY Y2 blocker: NPY-Y2 receptor antagonists, primary screen, cell-based | Neuropeptide Y receptor type 2 (Homo sapiens), P49146 | NPY-Y2 expressing cells, antagonist mode | inhibition, % at 2.7 µM | actives 0.99% (n = 140,000) | AID 793, 2007; in the data active = inhibition above about 17%;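 note: 0% = vehicle with agonist challenge and 100% = reference antagonist with challenge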
# Target sequence (P49146 whole entry, looked up): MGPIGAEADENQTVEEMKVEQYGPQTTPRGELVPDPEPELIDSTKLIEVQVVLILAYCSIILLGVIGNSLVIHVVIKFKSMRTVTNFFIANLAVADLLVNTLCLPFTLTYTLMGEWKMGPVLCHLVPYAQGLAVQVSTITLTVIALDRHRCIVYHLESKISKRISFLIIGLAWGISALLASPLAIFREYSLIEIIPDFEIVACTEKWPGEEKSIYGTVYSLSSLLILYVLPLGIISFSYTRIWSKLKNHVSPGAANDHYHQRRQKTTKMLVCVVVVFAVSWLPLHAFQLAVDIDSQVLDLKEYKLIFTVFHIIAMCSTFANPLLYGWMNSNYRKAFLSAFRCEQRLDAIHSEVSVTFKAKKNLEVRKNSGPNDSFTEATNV
# * marks the source's active call; other numbers are inactive results; x = not tested or not shown.
SMILES,Phagocyt inh,MRP1 act,HCT116 bCat-KO,GALR2 antag,Yeast life ext,Measles CPE,E-sel TNF inh,Yeast growth inh,PTEN del growth,NPY Y2 blocker
Cc1oc(-c2ccccc2F)nc1CS(=O)(=O)CC(=O)NCCN(C)C1CCCCC1,0,-4.1,78,9,-10,2,x,-30,94,5
C=CCn1c(SCC(N)=O)nc(C)cc1=O,-3,-1.1,98,13,-13,9,11,-31,100,0
CC(C)COc1ccc(Cc2cnc(N)nc2N)cc1,-1,0.2,69,-6,1,4,13,-38,81,5
CCC(C)(C)n1nnnc1C(c1cc2ccc(C)cc2[nH]c1=O)N(Cc1cccnc1)Cc1ccco1 (configuration not stated),0,-4.5,70,-17,-12,7,-3,-38,65,1
CCCC1NC(=O)NC(C)=C1C(=O)OCC (configuration not stated),-1,-0.2,104,8,0,7,-13,-13,99,0
Cc1ccccc1OCc1nc2c3c(ncn2n1)-c1ccccc1CC31CCCC1,-7,-2.1,69,1,1,12,x,-20,72,3
O=C(NCCOc1cccc(Oc2ccccc2)c1)c1cc(-n2cnnc2)ccc1Cl,0,0.2,84,-8,-5,31,-22,-3,81,0
Cc1noc(NS(=O)(=O)c2ccc(NC(=O)CSc3nc4ccccc4s3)cc2)c1C,-4,-1.2,99,-3,-9,4,-17,-28,88,0
O=c1[nH]c2c(s1)C=Nc1ccccc1N2,x,-2.6,93,14,-1,13,-50,-9,95,1
N#Cc1c(C#N)c(-c2ccccc2)n(-c2ccccc2)c1N,-1,-4.3,91,-6,-5,12,-6,-31,81,1
COc1cccc(CNC(=O)c2ccc(NC(=O)C3CCCO3)cc2)c1 (configuration not stated),0,0.5,110,-3,5,11,-65,-73,130,-2
COc1ccc(/C=C(/CC(=O)NCc2ccc(Cl)cc2)c2nc3ccccc3s2)cc1,-3,-5.7,77,-2,4,10,6,-28,73,14
CCc1nnc(NC(=O)c2ccc(S(=O)(=O)N(CC)CC)cc2)s1,x,2.7,90,-3,-10,3,22,-18,83,1
CCOc1ccccc1NC(=O)C(OC(=O)c1ccccc1)c1ccccc1 (configuration not stated),-4,1.3,88,1,0,6,x,-31,82,8
CN1C(=O)/C(=C\c2cc(N=Nc3ccccc3)ccc2O)SC1=S,3,-6.2,60,-12,8,8,-13,-58,43,0
CCOC(=O)Cn1c(=O)oc2cc(S(=O)(=O)NCCc3ccc(C)cc3)ccc21,-1,-0.8,85,2,-6,22,x,-24,92,13
O=C(NCCc1ccccc1)C1CCC(Cn2c(=O)c3ccccc3n(Cc3cccnc3)c2=O)CC1 (configuration not stated),-1,-1.9,65,-4,1,8,x,-23,64,1
CN1C(=O)C(c2nnc(Nc3cccc4ccccc34)s2)C2CC1(C)Oc1ccccc12 (configuration not stated),9,2.4,71,9,-4,13,x,-48,81,3
Cc1ccc(/C=N/NC(=O)c2cc(C)oc2C)o1,1,-0.9,94,15,-19,5,-24,-39,102,7
O=C(COc1cccc2cccnc12)N1CCc2ccccc2C1,-2,-2.6,81,1,-10,35,22,3,89,3
c1ccc(COc2ccc(OCCCn3cncn3)cc2)cc1,6,-0.9,71,1,-31,30*,19,13,71,8
Cc1ccc(-c2csc(NNC(=O)c3ccccc3)n2)cc1,-2,1.3,14,5,18,4,-20,-50,9,1
Cc1ccccc1-n1c(SCC(=O)c2cc(C)n(C)c2C)nnc1-c1ccncc1,-1,-0.8,90,0,-7,3,-14,-40,89,4
CCOC(CNC(=O)CCc1c(C)nc2ncnn2c1C)OCC,-1,-1.1,110,2,-8,9,14,-22,98,-1
O=C(O)c1cccc(OCc2ccccc2Cl)c1,-1,-1.5,86,-11,-4,2,x,-18,105,11
Cc1ccc(CNC(=O)CSc2ccc(-c3cccs3)nn2)cc1,-13,-0.5,42,-10,0,5,2,-10,63,5
COc1ccccc1-n1c(SCC(=O)NC2CCS(=O)(=O)C2)nc2cc([N+](=O)[O-])ccc21 (configuration not stated),x,-1.9,93,0,1,14,x,-48,94,3
N#Cc1ccc(NC(=O)COC(=O)CSc2nnc(-c3ccc(Cl)cc3)o2)cc1,-3,4.0,90,-2,-6,18,-7,-35,92,9
O=C(Nc1ncc(Cc2ccccc2)s1)C1CCCO1 (configuration not stated),0,-3.0,92,3,-10,7,x,-19,96,4
CC(C)NC(=O)CC1OC(=O)c2ccccc21 (configuration not stated),1,-1.3,83,-15,-12,9,10,-22,97,2
CCOC(=O)Cc1csc(NC(=O)c2sc3nc4ccc(C)cc4cc3c2N)n1,x,-0.2,102,0,0,12,11,-77,110,-1
C=CCNc1oc(/C=C/c2ccccc2)nc1C#N,1,-2.6,101,2,-22,8,-16,-24,84,1
COC(=O)CSc1nc2nc(C)cc(C)n2n1,-1,0.5,92,9,-2,2,x,-20,99,2
c1ccc2c(c1)nnn2-c1ncnc2sc3c(c12)CCCC3,x,-3.4,80,-13,-18,1,x,2,67,6
CC(C)(C)c1ccc(OCCCNCc2ccccc2)cc1,-1,-4.9,22,-9,1,4,95*,-2,23,5
C/C(CCN1CCc2nc(-c3ccccc3)c(-c3ccccc3)cc2C1)=N\O[C@@H](C)c1cn([C@H](CO)Cc2ccccc2)nn1,x,-3.6,62,-3,1,4,x,-37,65,1
COc1ccc(CNC(=O)c2ccc(C)o2)cc1,x,-2.0,86,3,x,19,-40,-23,96,1
Cc1cc(C(C)c2ccccc2)c(O)c(CN2CCOCC2)c1C (configuration not stated),2,-4.1,57,2,-22,20,-22,-29,56,2
Cc1cc(C)nc(SCC(=O)n2c3c(c4ccccc42)CCCC3)n1,7,1.5,85,-1,-1,7,x,-12,93,8
CC(C)(C)NC(=O)COC(=O)c1cc(S(=O)(=O)N2CCCCC2)ccc1N1CCOCC1,0,-2.5,87,-4,-21,3,-4,-14,84,2
CN(C(=S)Nc1ccc(F)cc1)C1(c2ccccc2Cl)CCCCC1=O (configuration not stated),0,-3.4,92,-3,-8,15,-10,-46,79,5
O=C(Nc1cccc2ccccc12)N1CCc2ccccc2C1,x,-2.1,81,14,x,9,0,1,83,2
Cc1cc(NC(=O)CSCc2nc(-c3cccc(Cl)c3)oc2C)no1,x,-1.4,94,2,0,10,-1,-33,88,0
CN(C)C(CNC(=O)c1cccnc1Sc1ccccc1)c1ccco1 (configuration not stated),-2,-1.6,88,-2,-15,5,24,-41,94,0
CCC(C)NC(=O)Cn1c(=O)n(CCCCC(=O)NCc2ccco2)c(=O)c2ccccc21 (configuration not stated),0,-3.1,106,1,-13,29,17,2,87,8
Cc1cc(=O)[nH]c(N/N=C/c2cccc([N+](=O)[O-])c2)n1,x,-0.3,82,1,0,13,2,-26,97,3
CCN(CC)c1ccc(/C=C2/C(=O)ON=C2C)cc1,-4,-5.3,70,0,40*,13,x,-34,59,2
Cc1cc(C)n2nc(SCc3cc(=O)oc4ccc5ccccc5c34)nc2n1,-1,-4.6,91,-8,-14,8,43,-16,96,5
Cc1onc(-c2c(F)cccc2Cl)c1C(=O)N1C=CC(C(F)(F)F)=NCC1,x,-1.1,105,-1,3,11,-20,-46,103,5
CCOCCCn1c(=N)c(C(=O)NCc2ccc3c(c2)OCO3)cc2c(=O)n3ccccc3nc21,2,-1.3,51,-7,-3,22,-4,-26,57,23*

# Brought forward from above: 3 entries, followed by the next part.
SMILES,Phagocyt inh,MRP1 act,HCT116 bCat-KO,GALR2 antag,Yeast life ext,Measles CPE,E-sel TNF inh,Yeast growth inh,PTEN del growth,NPY Y2 blocker
Cc1cc(C)n2nc(SCc3cc(=O)oc4ccc5ccccc5c34)nc2n1,-1,-4.6,91,-8,-14,8,43,-16,96,5
Cc1onc(-c2c(F)cccc2Cl)c1C(=O)N1C=CC(C(F)(F)F)=NCC1,x,-1.1,105,-1,3,11,-20,-46,103,5
CCOCCCn1c(=N)c(C(=O)NCc2ccc3c(c2)OCO3)cc2c(=O)n3ccccc3nc21,2,-1.3,51,-7,-3,22,-4,-26,57,23*
CCONC(=NC)c1nonc1N,-5,-0.8,99,7,1,9,x,-51,102,-1
Cc1cccc(-c2csc(NC(=O)c3cnccn3)c2C(=O)OC(C)C)c1,-1,-1.9,96,-25,-6,30,6,-24,88,1
Cc1ccccc1N=C1NC(=O)CC(c2ccccc2)S1 (configuration not stated),-1,-1.8,93,7,0,27,9,-21,97,7
CC(C)NCCOCCOc1ccccc1F,0,-1.0,100,-13,-10,10,x,0,93,4
N#Cc1c(N)c(C#N)c(-c2ccc3c(c2)OCO3)c2c1CCCC2,-2,-3.0,106,x,-19,4,x,-51,83,x

# Among those listed so far, seven have a Cl atom.
SMILES,Phagocyt inh,MRP1 act,HCT116 bCat-KO,GALR2 antag,Yeast life ext,Measles CPE,E-sel TNF inh,Yeast growth inh,PTEN del growth,NPY Y2 blocker
O=C(NCCOc1cccc(Oc2ccccc2)c1)c1cc(-n2cnnc2)ccc1Cl,0,0.2,84,-8,-5,31,-22,-3,81,0
COc1ccc(/C=C(/CC(=O)NCc2ccc(Cl)cc2)c2nc3ccccc3s2)cc1,-3,-5.7,77,-2,4,10,6,-28,73,14
O=C(O)c1cccc(OCc2ccccc2Cl)c1,-1,-1.5,86,-11,-4,2,x,-18,105,11
N#Cc1ccc(NC(=O)COC(=O)CSc2nnc(-c3ccc(Cl)cc3)o2)cc1,-3,4.0,90,-2,-6,18,-7,-35,92,9
CN(C(=S)Nc1ccc(F)cc1)C1(c2ccccc2Cl)CCCCC1=O (configuration not stated),0,-3.4,92,-3,-8,15,-10,-46,79,5
Cc1cc(NC(=O)CSCc2nc(-c3cccc(Cl)c3)oc2C)no1,x,-1.4,94,2,0,10,-1,-33,88,0
Cc1onc(-c2c(F)cccc2Cl)c1C(=O)N1C=CC(C(F)(F)F)=NCC1,x,-1.1,105,-1,3,11,-20,-46,103,5
